3T3 cytotox: cytotoxic compounds in NIH 3T3 cells. NIH 3T3 viability, CellTiter-Glo ATP luminescence, 48-72 h. Potency, µM (highest dose often 96.7 µM), for inactives: top-dose activity change, negative = cytotoxicity, hits mostly inhibitors. actives 4.3% (n = 94,000); note: potency is the fitted concentration of half-maximal effect; nearly all actives have a fitted effect of over 55% in size
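NIH 3T3 cells at 400 cells/well received 23 nL of compound by pintool and were incubated 48 or 72 h at 37 °C. Viability was read as ATP-coupled CellTiter-Glo luminescence.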
FLuc inh: Photinus pyralis luciferase inhibition. P08659. purified P. pyralis luciferase, luminescence, biochemical. Potency, µM (top dose mostly 115 µM), inactives show top-dose activity change, negative = inhibition, usual class: inhibitors. actives 2.5% (n = 76,000); note: potency is the fitted concentration of half-maximal effect; nearly all actives have a fitted effect of over 65% in size
Target sequence (P08659 whole entry, looked up): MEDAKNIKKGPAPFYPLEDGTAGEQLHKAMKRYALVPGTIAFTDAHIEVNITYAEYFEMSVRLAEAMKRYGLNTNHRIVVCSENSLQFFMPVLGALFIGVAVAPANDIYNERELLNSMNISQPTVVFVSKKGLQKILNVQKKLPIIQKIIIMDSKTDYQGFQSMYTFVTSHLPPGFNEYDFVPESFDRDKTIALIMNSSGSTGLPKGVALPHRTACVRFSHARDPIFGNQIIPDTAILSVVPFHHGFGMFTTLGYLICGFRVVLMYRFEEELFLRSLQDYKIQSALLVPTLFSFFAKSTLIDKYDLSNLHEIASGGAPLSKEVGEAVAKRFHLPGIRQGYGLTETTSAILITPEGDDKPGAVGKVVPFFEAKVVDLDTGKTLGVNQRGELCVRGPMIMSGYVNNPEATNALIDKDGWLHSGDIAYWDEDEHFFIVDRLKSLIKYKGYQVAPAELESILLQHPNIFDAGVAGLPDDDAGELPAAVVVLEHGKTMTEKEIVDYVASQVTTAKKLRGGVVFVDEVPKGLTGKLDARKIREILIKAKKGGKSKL
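Biochemical qHTS: compound (6-point titration) added to 10uM D-luciferin plus 10uM ATP in Tris acetate pH 7.5 buffer with Mg, Tween-20 and BSA, then purified enzyme at 10nM; light output imaged.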
SNCA expr inhib: SNCA gene expression inhibition; HEK-293 SNCA-luciferase knock-in, luminescence, 24 h; Potency, µM (doses to about 57.2 µM), for inactives: at the highest dose activity change, negative = inhibition, hits mostly inhibitors; actives 0.17% (n = 140,000); AID 1671194;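 note: potency is the fitted concentration of half-maximal effect; plate controls were DMSO cells for no effect and cell-free wells for full effect; nearly all actives have a fitted effect of over 45% in size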
IP6K1 inh: inhibitors of human IP6K1 | IP6K1 kinase, ADP-Glo luminescence, 2 h; active compounds read low | activity change, % (series mostly up to about 58 µM) | actives 0.81% (n = 140,000) | Q92551 | AID 1645851; in the data active = activity change below about -25%
Target sequence (Q92551 whole entry, looked up): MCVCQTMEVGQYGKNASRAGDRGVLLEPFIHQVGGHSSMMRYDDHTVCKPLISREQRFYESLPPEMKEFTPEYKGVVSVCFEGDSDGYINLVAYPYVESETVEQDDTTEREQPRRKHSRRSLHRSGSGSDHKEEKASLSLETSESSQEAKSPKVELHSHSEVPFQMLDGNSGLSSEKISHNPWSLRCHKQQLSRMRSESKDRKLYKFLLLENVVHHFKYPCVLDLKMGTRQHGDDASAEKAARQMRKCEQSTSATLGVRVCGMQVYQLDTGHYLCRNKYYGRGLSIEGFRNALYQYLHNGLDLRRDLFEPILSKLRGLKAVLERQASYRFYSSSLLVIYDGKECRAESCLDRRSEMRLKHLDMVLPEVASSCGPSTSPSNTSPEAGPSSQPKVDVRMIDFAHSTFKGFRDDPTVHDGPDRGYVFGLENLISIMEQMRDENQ
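ADP-Glo luminescence measures ADP made by human IP6K1 during a 2 h RT reaction with ATP/IP6 (mix at 1.3 mM/130 uM); top library doses 57.5 and 19.1 uM final.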
GPT2 inhibitor: GPT2 alanine aminotransferase inhibition | Q8TD30 | Recombinant GPT2, coupled pyruvate oxidase/HRP Amplex Red fluorescence | Potency, µM (top dose mostly 57.7 µM), for the others: at the highest dose activity change, negative = inhibition, usual class: inhibitors | actives 0.25% (n = 100,000); note: potency is the fitted concentration of half-maximal effect; nearly all actives have a fitted effect of over 60% in size; many of its hits are not listed in these tables
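Fluorescence read-out: pyruvate from GPT2 turnover coupled to pyruvate oxidase, HRP and Amplex Red (0.2mM ThPP, 0.2U/mL PO and HRP, 50uM Amplex final). Substrates 250uM a-KG, 2mM L-alanine; enzyme 10ng/uL; 30 min RT.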
HEK293 tox: cytotoxic compounds in HEK 293 cells; Potency, µM (highest dose often 115 µM), inactives show top-dose activity change, negative = cytotoxicity, usual class: inhibitors; HEK 293 viability, ATP luminescence (CellTiter-Glo), 48-72 h; actives 6.6% (n = 94,000); note: potency is the fitted concentration of half-maximal effect; nearly all actives have a fitted effect of over 60% in size
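Pintool-delivered compounds were incubated with HEK 293 cells (250 cells/well) at 37 degree Celsius for 48 or 72 hr. ATP-dependent luminescence (CellTiter-Glo) then reported remaining viable cells.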
HEK293 viab: cell viability loss counter-screen. Potency, µM (doses to about 57.1 µM), without a hit: top-dose activity change, negative = cytotoxicity, usual class: cytotoxic. actives 0.12% (n = 150,000). HEK-293-SNCA-luc viability, GF-AFC fluorescence, 24 h;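 note: potency is the fitted concentration of half-maximal effect; 0% = DMSO-treated cells and -100% = medium-only wells without cells; nearly all actives have a fitted effect of over 30% in size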
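HEK-293-SNCA-luc cells (1500/well) plated 24 h, then exposed 24 h to a dilution series; GF-AFC added 30 min at 37C, fluorescence 405/540 nm; normalised to medium-only and DMSO wells, Hill fit.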
Starred values were filed as active, the others as inactive; i = inactive; ? = inconclusive; . = no result given; & = joins results of further samples; [ ] = dose if it differs, or a comment. Unless noted, calls come from the whole dose curve; as a rule, active = well fitted curve in the direction sought with a large enough effect; inconclusive = small, poorly fitted or top-dose-only effect, or another doubt; inactive = no such curve, though single readings can be large; an effect the other way counts as inactive or inconclusive. Unless noted, % is set by controls: 0 for no effect and ±100 for the full control effect. Compounds as they come; any-hit rate near 7.8%.

Start of the data: the first two entries (preview)
mol,3T3 cytotox,FLuc inh,SNCA expr inhib,IP6K1 inh,GPT2 inhibitor,HEK293 tox,HEK293 viab
Cc1ccc(NC(=O)CN2C(=O)COc3ccc(S(=O)(=O)NC4CCCC4)cc32)c(Cl)c1,.,.,5%,5,.,.,?
COc1ccc(C)cc1NC(=O)C1(CCO)CC12CCOCC2 (configuration not stated),i,4%,-3%,7,i,i,15%

The list itself, from the start:
mol,3T3 cytotox,FLuc inh,SNCA expr inhib,IP6K1 inh,GPT2 inhibitor,HEK293 tox,HEK293 viab
Cc1ccc(NC(=O)CN2C(=O)COc3ccc(S(=O)(=O)NC4CCCC4)cc32)c(Cl)c1,.,.,5%,5,.,.,?
COc1ccc(C)cc1NC(=O)C1(CCO)CC12CCOCC2 (configuration not stated),i,4%,-3%,7,i,i,15%
COCCNC(=O)[C@@H]1C[C@H](Oc2ccccc2)CN1C(=O)c1ccncc1,2%,-12%,-3%,-2,1%,2%,0%
CCc1nc2c(c(-c3ccc(O)cc3)n1)CCN(C(=O)c1cccc(OC)c1)CC2,-39%&-22%,.,-9%&1%,8&12,2%,?,-23%&-7%
COCCN1CCC(CN(CC2CCCO2)C(=O)c2cc(Cl)cn2C)CC1 (configuration not stated),-15%,-8%,6%,-3,1%,-19%,-8%
Cc1ccc(NC(=O)[C@H](CSCc2ccccc2)N2Cc3ccccc3C2=O)cc1,.,.,-2%,-8,.,.,-3%
Cc1cc2cccc(-c3nc(C4CCOC4)nn3CC(=O)O)c2o1 (configuration not stated),5%,4%,-4%,7,-12%,i,5%
Cn1nc(C2CCCC2)cc1NC(=O)Cc1ccc(F)cc1,?,.,91%[activator][87.6 µM],-7,-7%[88.5 µM],?,-2%[87.6 µM]
COC[C@@H]1CN(S(=O)(=O)c2cc(F)cc(F)c2)C[C@H]1C(N)=O,-1%,4%,1%,0,i,4%,-18%
COc1ccccc1CCC(=O)NC(C)C(=O)N1CCN(c2ccccn2)CC1 (configuration not stated),-6%,2%,0%,5,i,-9%,4%
CN(C)[C@@H]1CN(C(=O)c2ccco2)CC[C@]1(O)c1ccccc1,i,-4%,6%,21,i,-16%,0%
Cn1nc(-c2nncn2CC2CC2)c2c1CCN(C(=O)c1[nH]nc3c1COc1ccccc1-3)C2,?,-12%,-27%,-2,i,?,1%
CC1(C)OC[C@H](NC(=O)Nc2ccc(Br)cc2Br)[C@H](c2ccccc2)O1,.,.,.,21,-6%,.,-8%
CCOC(=O)Cn1c(=O)n(-c2ccccc2OC)c2nc(-c3ccccc3)nc(C(N)=O)c21,.,.,32%[activator],2,.,.,-11%
Cc1nnc2ccc(N3CCN(C(=O)NC(C)C)CC3)nn12,-19%[138 µM],.,.,-1,.,i,.
CN1CCC(OC2CCN(C(=O)c3ccccc3)CC2)CC1,-5%,9%,-8%,-4,4%,2%,1%
CCc1ccc2c(c1)c(=O)c(S(=O)(=O)c1ccccc1)cn2CC(=O)Nc1ccc(OC)cc1,.,.,?,4,.,.,-18%
C=CCOc1ccccc1CN(CC)C(=O)C1CCN(c2ncccn2)CC1,-21%,-3%,-18%,19,?,-15%,-18%
NCCOCCOCCNC(=O)Cc1ccc(Nc2nc(NCc3ccc(F)cc3)nc(NCC3CCCCC3)n2)cc1,.,.,.,-1,-4%,.,-5%
C[C@@H](NC(=O)c1cccs1)c1onc(-c2ccc(F)cc2)c1C(=O)O,4%[138 µM],-3%[172 µM],-12%[87.6 µM],22,-8%[88.5 µM],i,2%[87.6 µM]
O=C(NC1CCCC1)c1ccc(CSc2nc3ccncc3n2Cc2ccccc2F)cc1,.,.,62%[activator],2,.,.,-2%
O=C(c1cccs1)N1CCC[C@H]1c1nc(-c2ccccc2)no1,-18%,-3%,-5%,-8,4%,?,-18%
CCC(C)NC(=O)c1nn(-c2ccc(C)cc2)c(=O)n(C)c1=O (configuration not stated),.,.,9%,18,.,.,-6%
O=C(NCc1ccccc1Cl)c1csc(N2CCN(c3ccc(F)cc3)CC2)n1,?,-16%,?,3,i,?,?

Look-ups from the list:
Under IP6K1 inh, O=C(NCc1ccccc1Cl)c1csc(N2CCN(c3ccc(F)cc3)CC2)n1 shows 3
Under HEK293 viab, CCC(C)NC(=O)c1nn(-c2ccc(C)cc2)c(=O)n(C)c1=O (configuration not stated) shows -6%
Under IP6K1 inh, O=C(c1cccs1)N1CCC[C@H]1c1nc(-c2ccccc2)no1 shows -8

Other records:
mol,3T3 cytotox,FLuc inh,SNCA expr inhib,IP6K1 inh,GPT2 inhibitor,HEK293 tox,HEK293 viab
COc1ccccc1NC(=O)Cn1c(=O)n(-c2cccc(C)c2)c(=O)c2c1c1cc(C)ccc1n2C,.,.,36%[activator],26,.,.,6%
Cc1cn2c(=O)cc(COc3ccc(NC(=O)COc4ccccc4)cc3)nc2s1,.,.,12%,9,.,.,2%
CC1CN(C(=O)N2CCC(C(=O)NCc3ccccc3F)CC2)c2cc(Cl)ccc2O1 (configuration not stated),.,.,-20%,8,.,.,-12%
Cc1nn(C)c2c1c(-c1ccccc1)cc(=O)n2Cc1ccc(F)cc1,.,.,17%,18,.,.,0%
CNC(=O)c1cc(C2CC2)nc2c1c(C1CCCN(C(=O)C3CC3)C1)nn2C (configuration not stated),-31%,.,.,-8,.,-7%,.
COC[C@@H]1[C@H](NC(=O)c2ccc(Cn3nnnc3C)cc2)[C@@H]2CCO[C@H]12,-4%,0%,-19%,14,?,1%,2%
Cc1nc2cccnc2n1C1CCN(S(=O)(=O)c2ccc(C(C)C)cc2)CC1,.,.,-25%,0,.,.,-9%
CCC(Oc1ccccc1)C(=O)Nc1cc(-c2ccccc2OC)nn1-c1ccccc1 (configuration not stated),.,.,26%,7,.,.,-2%
Cc1nn2c(c1-c1ccccc1Oc1ccccc1)N(Cc1cccc(O)c1)CCC2,14µM*,3%[172 µM],?,9,-13%[88.5 µM],22µM*,?
CCN(CC)C(=O)[C@@H]1C[C@H](N)CN1C(=O)c1ccc2c(c1)OCC(=O)N2,i,5%,68%[activator],10,3%[11.5 µM],i,7%
Cc1nn(-c2cccc(Cl)c2)c2nc(-c3cccnc3)cc(C(F)(F)F)c12,.,.,-6%,-7,.,.,3%
O=C(NCCc1ccc(Cl)cc1)C1CCc2nnc(C3CCN(C(=O)c4ccccc4)CC3)n21 (configuration not stated),i,.,2%,-16,-16%,2%,3%
CCOc1ccc(OCC)c(NC(=O)c2cc(S(=O)(=O)N3CCc4ccccc43)cn2C)c1,.,.,6%,24,.,.,-1%
CC(=O)N1c2c(cc(Br)cc2S(=O)(=O)N2CCN(c3cc(C)ccc3C)CC2)CC1C (configuration not stated),.,.,11%,-9,.,.,-6%
Cc1ccc(-n2c(C)cc(/C=C(\C#N)C(=O)Nc3ccc(C)c(C)c3)c2C)cc1,.,.,15%,-8,.,.,-5%
O=C(C1CCCCC1)N1CCc2nn(Cc3ccccc3)c(=O)n2CC1,-18%,-2%,-9%,-3,4%,-12%,-14%
Cc1cccc(NC(=O)CN2C(=O)NC3(CCCCC3)C2=O)c1C,-11%,2%,24%,41,0%,9%,8%
NC1CCN(C(=O)C2CCN(c3nc(-c4ccccc4)nc4c3CCC4)CC2)C1 (configuration not stated),?,10%,-23%,-5,1%,?,?
COc1cc2c(cc1OC)C(C[C@H]1CN(C(=O)CCc3ccccc3)CC[C@H]1CC(=O)O)=NCC2,-11%,1%,10%,23,-21%,-12%,24%
COCC1CN(C2CCC2)CC12CCN(S(=O)(=O)c1cccnc1)CC2 (configuration not stated),?,5%,-16%,20,i,?,0%
Cc1cccc(-c2cnc3[nH]cc(CC(=O)N4CCOCC4)c3c2)c1,?,-20%[172 µM],-23%[87.6 µM],-12,0%[88.5 µM],?,-15%[87.6 µM]
CCOc1ccccc1-c1noc(-c2nnn3c2COC(c2ccc(C)cc2C)C3)n1 (configuration not stated),3%,12%,42%[activator],8,i,-3%,7%
Cc1ccc(CNC(=O)CN2C(=O)C3(SCC(=O)N3c3ccc(F)cc3)c3ccccc32)cc1 (configuration not stated),.,.,6%,9,.,.,14%
COc1cc(OC)cc(-c2onc(C)c2C(=O)NCc2cccc(Cl)c2)c1,-23%,0%,2%,4,i,?,2%
Cc1nc2c(c(-c3ccc(Cl)cc3)n1)CN(C(=O)c1cccnc1)CC2,2%,5%,22%,-10,i,-9%,4%
CCOC(=O)c1c(-c2ccc(C)cc2)csc1NC(=O)c1cc(-c2ccc(Cl)cc2)on1,.,.,-6%,6,.,.,-10%
O=C1NCCCCCCN(C(=O)c2cccs2)[C@H]2C[C@H](c3nc(Cc4ccccc4)no3)C[C@@H]12,?,-4%,-12%,23,i,?,-3%
O=C(c1ccc2ncccc2c1)N1CC2CC(C1)[C@H]1CCCC(=O)N1C2 (some centres not stated),i,0%,-6%,-2,i,14%,-6%
Oc1cc(O)cc(C=Cc2ccc(O)c(O)c2)c1,.,.,-1%,.,4.3µM*,.,-14%
CCOc1ccc(-c2nc(Cn3c(=O)cc(C)c4c(C)nn(-c5ccc(C)cc5)c43)c(C)o2)cc1,.,.,94%[activator],18,.,.,-1%
COc1ccc2c(c1)c1c(c(=O)n(-c3ccccc3C)c(=O)n1C)n2C,.,.,15%,11,.,.,-2%
CC1=C(C(=O)Nc2cccc(C(F)(F)F)c2)C2(CCCCC2)OC1=O,.,.,11%,20,.,.,9%
COc1cc([C@@H]2c3cc4c(cc3[C@H](O)[C@@H](CO)[C@@H]2C(=O)NC2CC2)OCO4)cc(OC)c1OC,-21%,-1%,1%,-10,-3%,?,-9%
COc1cc(NC(=O)C2CCN(C(=O)c3sc4nc[nH]c(=O)c4c3C)CC2)cc(OC)c1OC,.,.,4%,2,.,.,-9%
COC[C@@H]1CN(c2cnccn2)C[C@H]1C(=O)NCCCn1cccn1,-1%,0%,-1%,14,-17%,0%,4%
Cc1cc(C)nc(NS(=O)(=O)c2ccc(NC(=S)NC(=O)COc3ccc(Br)cc3Cl)cc2)n1,.,.,.,-1,i,.,12%
Cc1cc(Nc2ccc(Br)cc2)nc(C)n1,.,.,173%[activator],-5,.,.,2%
CCCCCOc1ccc(NC(=O)Cn2c(-c3nonc3N)nc3ccccc32)cc1,.,.,-24%,-3,.,.,-28%
O=C(NCc1ccccc1)N1CCCC(Cc2noc(-c3ccncc3)n2)C1 (configuration not stated),-27%,-5%,-11%,3,2%,?,-12%
Cc1ccc(NC(=O)c2cccn2-c2nnc(N3CCCCC3)s2)cc1Cl,.,.,17%,-2,.,.,-22%
CCCc1noc(-c2ccn3c(CNC(=O)c4ccccc4OC)nnc3c2)n1,-9%,-18%,11%,29,i,i,18%
COCCC(=O)N1CCCN(S(=O)(=O)c2ccccc2)CCC(=O)NCC1,4%,5%,30%,0,i,0%,-12%
